RXFP1 antagonist: blocks the human relaxin receptor RXFP1; Q9HBX9; HEK293-RXFP1, relaxin-stimulated cAMP HTRF, 30 min; stronger effect = lower value; activity change, negative = inhibition, % at 57.5 µM; 350,000 tested, 0.59% active; AID 1259400;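 active = activity change of -60% or lower, but not beyond a set lower limit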
Target sequence (Q9HBX9 whole entry, looked up): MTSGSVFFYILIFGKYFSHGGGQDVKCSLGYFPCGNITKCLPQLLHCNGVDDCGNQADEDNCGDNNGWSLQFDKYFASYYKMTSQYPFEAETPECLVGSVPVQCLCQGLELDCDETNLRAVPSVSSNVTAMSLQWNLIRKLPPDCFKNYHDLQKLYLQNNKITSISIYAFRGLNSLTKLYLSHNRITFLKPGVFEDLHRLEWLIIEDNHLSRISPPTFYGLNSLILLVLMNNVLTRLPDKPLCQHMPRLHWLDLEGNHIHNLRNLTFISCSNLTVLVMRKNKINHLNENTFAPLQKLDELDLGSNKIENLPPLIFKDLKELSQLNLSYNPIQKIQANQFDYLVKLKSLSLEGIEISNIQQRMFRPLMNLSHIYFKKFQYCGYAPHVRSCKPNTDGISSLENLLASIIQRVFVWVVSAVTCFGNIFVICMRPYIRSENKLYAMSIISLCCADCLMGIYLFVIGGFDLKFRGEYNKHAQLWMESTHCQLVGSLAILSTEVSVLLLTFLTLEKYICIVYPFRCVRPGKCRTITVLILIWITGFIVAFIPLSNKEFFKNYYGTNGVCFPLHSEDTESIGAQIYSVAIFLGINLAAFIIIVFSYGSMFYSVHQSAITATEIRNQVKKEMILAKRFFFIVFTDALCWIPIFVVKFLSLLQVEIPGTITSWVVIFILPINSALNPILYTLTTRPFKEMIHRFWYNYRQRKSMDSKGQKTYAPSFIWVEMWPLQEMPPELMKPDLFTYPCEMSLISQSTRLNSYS
* marks the source's active call; other numbers are inactive results. % is set by controls: 0 for no effect and ±100 for the full control effect. These rows are one share of the data; rates above refer to the full screens.

SMILES	RXFP1 antagonist
CCOC(=O)c1oc2c(CN3CCN(C)CC3)c(O)c(CC)cc2c(=O)c1-c1nc2ccccc2s1	-7
CCn1cc(/C=C(\NC(=O)c2ccccc2OC)C(=O)N2CCOCC2)c2ccccc21	-1
CN(c1ccccc1)S(=O)(=O)c1ccc(C(=O)N2CCN(c3ccccc3F)CC2)cc1	3
CC1(N=Cc2cc(Cl)ccc2O)COP(=O)(NC2CCCC2)OC1 (stereo not drawn)	-6
COC1CC(N)C2OC(c3ccccc3)OCC2O1 (stereo not drawn)	18
O=C(Cc1ccccc1[N+](=O)[O-])c1ccc2c(c1)OCO2	-3
CCn1nc(C(=O)NNC(=O)C(Cc2ccccc2)NC(N)=O)c2ccccc2c1=O (stereo not drawn)	4
N#CSCC(=O)O	-21
Nc1c(CC(=O)O)cccc1C(=O)c1ccc(Br)cc1	-31
COc1ccc(C(=O)NNC(=O)c2cccc3ccccc23)cc1	-3
COC1=C(Nc2ccccc2)C(=O)C(OC)=C(Nc2ccccc2)C1=O	12
O=C(NCCNC(=O)c1ccc(F)cc1)c1ccc(F)cc1	12
CC1(c2ccccc2Cl)NC(=O)N(CC(=O)N2CCc3ccccc32)C1=O (stereo not drawn)	-17
O=C1C(c2[nH]c3ccccc3c2O)=Nc2ccccc21	-3
Cc1ccc(N2CC(C(=O)OCC(=O)Nc3c(C)cccc3C)CC2=O)cc1 (stereo not drawn)	2
CC1CCCCN1C(=O)c1cc(S(=O)(=O)N2CCOCC2)ccc1Cl (stereo not drawn)	3
O=C(c1ccccc1)c1cccc2ccccc12	-5
Cc1c(Cl)cnc(NC(=O)COC(=O)C2CCCC2)c1Cl	2
COc1ccc(OC)c(/C=C/C(=O)OCC(=O)N2CCCCC2)c1	5
CCCn1nc(C(=O)NC2CCCC2)c2ccccc2c1=O	-2
O=C(Nc1cc(S(=O)(=O)N2CCOCC2)ccc1N1CCOCC1)c1ccccc1[N+](=O)[O-]	4
O=C(Nc1ccc(S(=O)(=O)NC2=NCCCCC2)cc1)c1cccc(S(=O)(=O)N2CCOCC2)c1	-11
O=C(c1cccc(S(=O)(=O)N2CCCCCC2)c1)N1CCN(Cc2ccccc2)CC1	2
CC1(C)CC(=O)C(C=Nc2ccncc2)=C(O)C1	4
Cc1ccc(-c2nc3ncccc3o2)cc1NC(=O)c1ccc2c(c1)OCO2	-11
(list continues)
SMILES	RXFP1 antagonist
CCN(CC)S(=O)(=O)c1cccc(C(=O)NC(C(=O)NCCc2ccccn2)C(C)C)c1 (stereo not drawn)	-3
CC1(c2ccc(Cl)cc2Cl)NC(=O)N(CC(=O)NCCC2=CCCCC2)C1=O (stereo not drawn)	-11
COc1ccccc1CNC(=O)c1cc(S(=O)(=O)N2CCN(c3ccccc3)CC2)ccc1Cl	-11
Cn1c(=O)c2[nH]c(NN=Cc3ccc(F)cc3)nc2n(C)c1=O	-11
CC(NC(C(=O)c1ccccc1)c1ccccc1)c1ccccc1 (stereo not drawn)	7
O=C1NC(Cc2ccc(O)cc2)c2nc3ccc(Cl)cc3c(=O)n2-c2cc3ccccc3cc21 (stereo not drawn)	-11
C=C1C(=O)C23C(O)C1CCC2C12CCCC(C)(COC(C)=O)C1C(O)C3(O)OC2 (stereo not drawn)	-117*
Cc1nc(SCC(=O)N2CCCC2=O)nc(C)c1C	-2
Cc1c(NS(=O)(=O)c2ccc(C(=O)N(C)Cc3cccc(Cl)c3Cl)cc2)c(=O)n(-c2ccccc2)n1C	-1
O=C(COC(=O)c1ccc(OC(F)F)cc1)NCc1cccs1	-7
C[C@H]1CN([C@@H](C)CO)S(=O)(=O)c2ccc(Br)cc2O[C@H]1CN(C)C(=O)CCN1CCCCC1	-4
C[C@H](CO)N1C[C@H](C)[C@H](CN(C)S(C)(=O)=O)OCc2ccccc2-c2c(n(C)c3ccccc23)C1=O	-8
COc1ccc(CCN2CC(C(=O)NCc3cn(C)nc3C)CCC2=O)cc1 (stereo not drawn)	7
O=C(O)c1ccc(C=NN=C2c3ccccc3-c3ccccc32)cc1	-6
COc1ccc(C)cc1NC(=O)C(OC(=O)C1=NNC(=O)CC1)c1ccccc1 (stereo not drawn)	1
COc1ccc(N2CCN(C(=O)COC(=O)CC(NC(N)=O)c3ccc(Cl)cc3)CC2)cc1 (stereo not drawn)	-2
COc1c(C)c2c(c(O)c1C/C=C(\C)CCC(=O)O)C(=O)OC2	-36
O=C(Nc1cc(Cl)ccc1N1CCOCC1)c1ccc2c(c1)OCO2	6
COc1ccc(CCNC(=O)CNC(=O)N2CC(=O)Nc3ccccc32)cc1OC	7
Cc1ccc(OC(C)C(=O)OCC(=O)Nc2sccc2C(N)=O)cc1 (stereo not drawn)	-10
CC(C)CC1NC(=O)c2cccnc2-n2c1nc1ccccc1c2=O (stereo not drawn)	3
C[C@@H]1CN([C@@H](C)CO)C(=O)c2cc(Br)cnc2O[C@@H]1CN(C)S(C)(=O)=O	6
N=c1c2ccccc2nnn1-c1ccccc1[N+](=O)[O-]	-1
COc1ccc(C#Cc2ccc(C3=CC(=O)CC(C)(C)C3=O)cc2)cc1	4
O=c1ccnc(SCCc2ccc([N+](=O)[O-])cc2)[nH]1	2
Continuation:
SMILES	RXFP1 antagonist
O=C(OCC(=O)N1CCCCC1)c1cccs1	-7
CC(OC(=O)c1ccccc1C(=O)O)c1ccccc1 (stereo not drawn)	-8
C[C@H](CO)N1C[C@H](C)[C@@H](CN(C)C(=O)NC2CCCCC2)Oc2ncc(Br)cc2C1=O	-3
C[C@@H]1CN([C@H](C)CO)C(=O)CCCn2nncc2CO[C@@H]1CN(C)C(=O)c1ccc(N2CCN(C)CC2)cc1	-2
CC(=O)c1c(O)cc(C)n(Cc2ccccc2)c1=O	6
Nc1nc(N)nc(-c2cc(Cl)ccc2Cl)n1	19
CCN(C(=O)c1cc(OC)c(OC)c(OC)c1)C1CCCCC1	-2
NCCCC(N)CC(=O)NCC1NC(=O)C(CO)NC(=O)C(N)CNC(=O)C(C2CCN=C(N)N2)NC(=O)C(=CNC(N)=O)NC1=O (stereo not drawn)	-13
CCCC(=O)Nc1ccc(C(=O)NNC(=S)NC(=O)c2cccs2)cc1	66
C#CCN(C[C@@H]1[C@@H](OC(=O)Nc2cccs2)[C@@H](OC(=O)Nc2cccs2)Cn2c(=O)ccc(=O)n21)S(=O)(=O)c1ccc(C)cc1	0
COCCN(C(=O)CSc1ccc2c(c1)OCCO2)c1c(N)n(CC(C)C)c(=O)[nH]c1=O	-6
CN(C)CCCn1c2c3ccccc3ccc2c2oc(=O)c3ccccc3c21	-13
CCc1sc(C(=O)Nc2ccc(N3CCOCC3)cc2)cc1C	-8
CC(=O)Nc1ccc(S(=O)(=O)N2CCNC(=O)C2)cc1	-2
CC(C)C#Cc1cnc2c(c1)C(=O)N([C@H](C)CO)C[C@@H](C)[C@H](CN(C)C(=O)Nc1ccccc1F)O2	3
OCC(O)C(O)CC1SCCS1 (stereo not drawn)	-13
CC1CC(=O)Nc2ccccc2N1C(=O)CSc1ccc2ccccc2n1 (stereo not drawn)	-39
Cc1nnc2n(C)c(=O)c3c4c(sc3n12)COC(C)(C)C4	-8
O=C(OCC(=O)c1ccc(Cl)s1)c1cncc(Br)c1	4
COc1ccccc1C(=O)NCC(=O)OCC(=O)NNC(=O)c1ccc(Br)cc1	-7
O=C(OCC(=O)N1CCOCC1)c1ccccc1OCc1ccccc1Cl	3
Cc1ccc(S(=O)(=O)N2CCOCC2)cc1C(=O)N1CCN(S(=O)(=O)c2ccccc2F)CC1	-7
CCC(C(=O)NC(C)(C)C)N(Cc1ccc(OC)cc1)C(=O)c1snc(C(N)=O)c1N (stereo not drawn)	-8
CCN(CC)CCNC(=O)c1ccc(NC(=O)c2cccc(S(=O)(=O)N3CCCCCC3)c2)cc1	11
O=C(COC(=O)/C=C/c1cccc(F)c1)NC1CCCCCC1	-5

23 neighbouring records out of the list so far:
SMILES	RXFP1 antagonist
CC(OC(=O)c1ccccc1C(=O)O)c1ccccc1 (stereo not drawn)	-8
C[C@H](CO)N1C[C@H](C)[C@@H](CN(C)C(=O)NC2CCCCC2)Oc2ncc(Br)cc2C1=O	-3
C[C@@H]1CN([C@H](C)CO)C(=O)CCCn2nncc2CO[C@@H]1CN(C)C(=O)c1ccc(N2CCN(C)CC2)cc1	-2
CC(=O)c1c(O)cc(C)n(Cc2ccccc2)c1=O	6
Nc1nc(N)nc(-c2cc(Cl)ccc2Cl)n1	19
CCN(C(=O)c1cc(OC)c(OC)c(OC)c1)C1CCCCC1	-2
NCCCC(N)CC(=O)NCC1NC(=O)C(CO)NC(=O)C(N)CNC(=O)C(C2CCN=C(N)N2)NC(=O)C(=CNC(N)=O)NC1=O (stereo not drawn)	-13
CCCC(=O)Nc1ccc(C(=O)NNC(=S)NC(=O)c2cccs2)cc1	66
C#CCN(C[C@@H]1[C@@H](OC(=O)Nc2cccs2)[C@@H](OC(=O)Nc2cccs2)Cn2c(=O)ccc(=O)n21)S(=O)(=O)c1ccc(C)cc1	0
COCCN(C(=O)CSc1ccc2c(c1)OCCO2)c1c(N)n(CC(C)C)c(=O)[nH]c1=O	-6
CN(C)CCCn1c2c3ccccc3ccc2c2oc(=O)c3ccccc3c21	-13
CCc1sc(C(=O)Nc2ccc(N3CCOCC3)cc2)cc1C	-8
CC(=O)Nc1ccc(S(=O)(=O)N2CCNC(=O)C2)cc1	-2
CC(C)C#Cc1cnc2c(c1)C(=O)N([C@H](C)CO)C[C@@H](C)[C@H](CN(C)C(=O)Nc1ccccc1F)O2	3
OCC(O)C(O)CC1SCCS1 (stereo not drawn)	-13
CC1CC(=O)Nc2ccccc2N1C(=O)CSc1ccc2ccccc2n1 (stereo not drawn)	-39
Cc1nnc2n(C)c(=O)c3c4c(sc3n12)COC(C)(C)C4	-8
O=C(OCC(=O)c1ccc(Cl)s1)c1cncc(Br)c1	4
COc1ccccc1C(=O)NCC(=O)OCC(=O)NNC(=O)c1ccc(Br)cc1	-7
O=C(OCC(=O)N1CCOCC1)c1ccccc1OCc1ccccc1Cl	3
Cc1ccc(S(=O)(=O)N2CCOCC2)cc1C(=O)N1CCN(S(=O)(=O)c2ccccc2F)CC1	-7
CCC(C(=O)NC(C)(C)C)N(Cc1ccc(OC)cc1)C(=O)c1snc(C(N)=O)c1N (stereo not drawn)	-8
CCN(CC)CCNC(=O)c1ccc(NC(=O)c2cccc(S(=O)(=O)N3CCCCCC3)c2)cc1	11

(continued)
SMILES	RXFP1 antagonist
O=C(NC1=NCCS1)c1ccccc1Br	-12
C=CCc1cc(OC)c(O)c(C(=O)NCCO)c1	16
O=C1NN(CCO)C(=S)Nc2ccccc21	1
Cc1ccc2c(c1)CO[C@]21O[C@H](CCO)C[C@H](O)[C@H]1O	-4
CC1(C)CC(=O)C=C(c2ccc(-c3cnn(Cc4ccccc4)c3)cc2)C1=O	3
CC1C(=O)N(Cc2cn(Cc3ccco3)nn2)CCS(=O)(=O)N1Cc1ccc(-c2ccncc2)cc1 (stereo not drawn)	2
O=C1NC(Cc2ccc(O)cc2)c2nc3cc(Cl)ccc3c(=O)n2-c2ncccc21 (stereo not drawn)	-4
CC/C(=N\NC(=O)c1cc(C)oc1C)c1ccc(OC(F)F)cc1	-6
Cc1nn(CC(=O)Nc2ccc(N3CCOCC3)cc2)c(C)c1[N+](=O)[O-]	-7
COc1ccccc1NC(=O)N(O)C1(C#N)CCCCC1	-12
COc1cc(Cl)c(C)cc1NC(=O)CN1C(=O)C2CC=CCC2C1=O (stereo not drawn)	6
CCCCN(C)S(=O)(=O)c1cc2c(cc1Br)CCN2C(=O)C1CC1	-3
C#CC1(O)CCC2C3CCc4cc(O)cc(C)c4C3CCC21C (stereo not drawn)	-21
O=C(COC(=O)C1CC(=O)N(Cc2ccccc2)C1)Nc1ccc([N+](=O)[O-])cc1Br (stereo not drawn)	8
C=CCOc1ccc(C2C(C(=O)c3cccs3)=C(O)C(=O)N2c2nnc(C)s2)cc1 (stereo not drawn)	-12
O=C(CC1Sc2ccccc2NC1=O)NNc1cc(Cl)ccc1Cl (stereo not drawn)	0
Cc1ccc(C(=O)OCC(=O)NCCc2ccc(F)cc2)cc1S(=O)(=O)N1CCOCC1	-1
CCCn1c(N)c(C(=O)CSc2nnc(C3CC3)n2C2CC2)c(=O)[nH]c1=O	24
N#CC1C(=O)Nc2cccnc21 (stereo not drawn)	0
COc1ccc([C@H]2CN(c3ccccc3)C(=O)[C@@H]2CC(=O)Nc2ccccc2)cc1	2
Cc1ccc(S(=O)(=O)N2CCN(C(=O)CN(Cc3ccco3)Cc3cccs3)CC2)cc1	-3
CC(NC(=O)COC(=O)c1cc(S(=O)(=O)N2CCOCC2)ccc1F)c1ccccc1 (stereo not drawn)	-12
NC(=S)NN=C1CCCCCCCCC1	-9
O=C(NNC(=O)c1cc(S(=O)(=O)N2CCOCC2)ccc1Cl)c1ccc(F)cc1	-6
CC(SCC(=O)Nc1ccccc1Br)c1nc2ccccc2c(=O)[nH]1 (stereo not drawn)	-27
More entries.
SMILES	RXFP1 antagonist
COc1ccccc1Cn1c(=S)[nH]c2cc(C(=O)N3CC(C)CC(C)C3)ccc2c1=O (stereo not drawn)	6
O=C(NCc1ccc(Cl)cc1)[C@@H]1CCCN1S(=O)(=O)c1ccc(Cl)cc1	4
O=c1[nH]cc(CN2CCOCC2)c(=O)[nH]1	5
O=C(COC(=O)c1cnc(Cl)c(Cl)c1)Nc1cccc(S(=O)(=O)N2CCOCC2)c1	-33
C[C@H]1CN([C@@H](C)CO)C(=O)CCCn2nncc2CO[C@@H]1CN(C)Cc1ccc2c(c1)OCCO2	0
C/C(=N\NC(=O)CN1CCN(c2ccc(F)cc2)CC1)c1ccco1	2
Cc1ccc(S(=O)(=O)N2C[C@H]3N(C(=O)OC(C)C)N(C(=O)OC(C)C)C[C@H](OC(=O)NC4CC4)[C@@]3(O)C2)cc1	10
CCn1nc(C(=O)Nc2ccc3c(c2)OCCO3)c2ccccc2c1=O	6
CCOc1cc(Br)c(C(C)NC(=O)c2cccnc2)cc1OCC (stereo not drawn)	2

Source: PubChem
